hDAT+cocaine – human DAT dopamine uptake with cocaine, either direction. Q01959. LLC-PK1 hDAT cells, [14C]-dopamine uptake with cocaine IC80; actives deviate in either direction. B-score at 10 µM. 1.3% of 110,000 active. AID 449768;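 active = Z score or B-score, a plate-position-corrected score, falls beyond the plate's 99.7% confidence bounds, in either direction; inactive = both scores lie inside the 99.7% bounds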;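 also: scored against the spread of the other compound wells on the same plate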
Target sequence (Q01959 whole entry, looked up): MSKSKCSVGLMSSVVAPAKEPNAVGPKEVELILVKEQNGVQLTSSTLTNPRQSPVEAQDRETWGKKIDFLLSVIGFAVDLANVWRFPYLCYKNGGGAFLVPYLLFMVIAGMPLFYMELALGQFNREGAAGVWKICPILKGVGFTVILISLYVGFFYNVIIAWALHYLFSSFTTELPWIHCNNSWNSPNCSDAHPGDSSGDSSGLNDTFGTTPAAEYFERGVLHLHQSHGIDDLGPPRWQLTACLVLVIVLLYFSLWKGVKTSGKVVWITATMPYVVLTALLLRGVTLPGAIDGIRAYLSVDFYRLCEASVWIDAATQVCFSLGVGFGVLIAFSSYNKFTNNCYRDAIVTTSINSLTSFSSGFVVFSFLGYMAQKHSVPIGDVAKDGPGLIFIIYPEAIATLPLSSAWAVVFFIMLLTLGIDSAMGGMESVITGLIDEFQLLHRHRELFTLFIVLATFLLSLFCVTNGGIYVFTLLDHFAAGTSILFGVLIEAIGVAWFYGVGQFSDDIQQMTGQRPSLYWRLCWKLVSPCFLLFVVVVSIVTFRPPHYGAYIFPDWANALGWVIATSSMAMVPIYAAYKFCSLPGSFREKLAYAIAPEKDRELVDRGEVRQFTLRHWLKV
PostGolgi yeast – growth inhibition of a yeast mutant, post-Golgi transport screen; post-Golgi transport phenotypic cell assay; 0.9% of 98,000 active; inhibition, % at 10 µM;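 also: yeast cells grown in 1536-well plates; yeast grown about 18 h at 30C before absorbance read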
PostGolgi ctrl – inhibits growth of the yeast control strain. efflux-deficient yeast background strain, growth absorbance A615, 16 h. inhibition, % at 10 µM. 5% of 98,000 active. AID 738
LYP inh 2 – inhibitors of human LYP (PTPN22) phosphatase. 0.21% of 96,000 active. inhibition, % at 2 µM. recombinant LYP catalytic domain, DiFMUP fluorescence;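 active = inhibition at 2 µM at or above a set limit, the screen mean plus 3 SD, cut at about 24% in these data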;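 also: 0% = DMSO with enzyme and 100% = enzyme fully blocked by orthovanadate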
CYP2C9 act – CYP2C9 (human) activation; activation factor at 5 µM; AID 1024; 1.4% of 96,000 active; recombinant CYP2C9, luciferin-H conversion, luminescence; hits give high values; factor 1 = untreated enzyme, 0 = blocked; P11712;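 active = activation factor of 2 or more for CYP2C9 at a 5 µM dose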;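 also: 0 = sulfaphenazole-blocked wells and 1 = vehicle-only wells; values of inactives mirror those of a sister screen read the other way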
CYP2C9 inhib – inhibitors of human CYP2C9; P11712; CYP2C9 Supersomes, luciferin-H conversion, luminescence; inhibition, % at 5 µM; 20% of 96,000 active;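 active = blocking of liver enzyme CYP2C9 beyond about 50% at 5 µM, limit read from the data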; also: values of inactives mirror those of a sister screen read the other way
PTPN22 act – activators of human LYP (PTPN22) phosphatase; 0.11% of 96,000 active; recombinant LYP, DiFMUP fluorescence; 0 = plate median, 100 = signal doubled; activation, % at 2 µM; Q9Y2R2;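 active = activation at 2 µM above a set limit, the mean plus 5 SD, cut at about 37% in these data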
PTK2B oligo ant – blocks oligomerization of human Pyk2 in cells; Q14289; Q293 cells, Pyk2 FERM NanoBiT luminescence; hits give low values; z-score (the deposit names both 25 µM and 10 µM); 0.83% of 99,000 active;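 active = Z-score of -3 or lower, scaled per plate to the spread of control and sample wells; inactive = z-score above -3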;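 also: negative z-score means lost luminescence so less FERM oligomerization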
Ecoli WT expand – growth inhibitors of E. coli BW25113 wild type; OD600 absorbance; growth inhibition, % at 100 µM; 0.15% of 98,000 active; AID 710;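 active = growth inhibition above about 50% at one test dose, limit read from the data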;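 also: growth measured after 20 h incubation at 37 °C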
An asterisk follows results filed as active; . = not tested or not shown; & = joins results of further samples. Rule as the data show it, unless noted: active = inhibition above about 30%; inactive = the rest. Not a hit list. Share with any hit: about 24%.

SMILES	hDAT+cocaine	PostGolgi yeast	PostGolgi ctrl	LYP inh 2	CYP2C9 act	CYP2C9 inhib	PTPN22 act	PTK2B oligo ant	Ecoli WT expand
CN(C)C(=O)NC(O)C(Cl)Cl (centres undefined)	-0.27	-5	8	5	1	-4	-4	.	2
Cc1[nH]nc2c1C1(CCN(Cc3ccccc3)CC1)C(C#N)=C(N)O2	-0.3	-10	-4	5	0.8	22	-3	0.32	11
CC(C)NS(=O)(=O)c1ccc(OCC(=O)NCc2ccc3c(c2)OCO3)c(Cl)c1	0.32	4	5	5	0.1	94*	-2	-0.37	-7
O=S(=O)(c1cccc(C(F)(F)F)c1)N1CCC(O)(c2cccnc2)CC1	-1.1	-4	0	3	1.1	-8	-5	-0.17	11
O=C(CN1CCN(c2ccccc2F)CC1)c1c[nH]c2ccccc12	.	-4	10	2	0.7	34	2	0.65	7
COc1cccc(C2=CC(c3cc(OC)ccc3OC)n3nnnc3N2)c1 (centres undefined)	.	13	3	.	0.3	68*	.	-0.89	2
CC(=O)C1=C(O)C(=O)N(CCN(C)C)C1c1ccc(Cl)cc1 (centres undefined)	0.0011	-8	8	-9	1.1	-13	8	0.36	-1
COc1ccc(NC(=O)c2nc3nccc(C)n3n2)cn1	-0.23	-14	1	0	1.2	-19	4	1.6	1
O=C1C2CCCN2C(c2cccc(F)c2)N1c1cccc(Cl)c1 (centres undefined)	-0.11	-9	14	-2	0.7	29	0	.	6
COc1cnc(-c2ccccn2)nc1Sc1c(Cl)cccc1Cl	-0.85	15	17	.	1.1	-7	.	0.05	-3
Cc1ccccc1-c1nc(CN2CCC(C(=O)NCCCN3CCOCC3)CC2)c(C)o1	-0.17	15	-4	5	1	0	-8	1.5	9
CCNc1nc(Oc2ccc(Cl)cc2Cl)cc(C(F)(F)F)n1	-0.11	7	4	6	0.4	63*	-3	-0.7	19
CC(=O)Nc1cc(-c2ccc(Cl)cc2)nn1-c1ccccc1	-0.26	.	.	-1	.	.	0	-2.1	.
COc1ccc(C(=O)NCCn2cc(SCC(=O)Nc3cc(C)on3)c3ccccc32)cc1OC	-0.13&-0.056	-4	-6	-4	0.6	45	3	0.27	3
CCc1ccccc1NC(=O)CC1S/C(=N\c2nccs2)N(CC)C1=O (centres undefined)	-0.14	-2	5	.	0	97*	.	-0.12	-4
CC1CCN(CCOc2cc(Cl)ccc2Cl)CC1	-0.17	49*	23	-1	1.1	-7	4	-0.8	9
CC(C)C1N=C2c3ccccc3N=C(SCc3cc(=O)n4cc(Cl)ccc4n3)N2C1=O (centres undefined)	-7.1*	-1	8	-4	0.5	55*	2	-0.58	-3
O=C(NCC1CCCO1)C1CCC(=O)N1Cc1ccc(F)cc1 (centres undefined)	0.42	-2	10	-1	1	-2	4	1.9	1
Cc1c(C(=O)N2CCCCCC2)nnn1-c1nonc1N	0.62	5	3	-1	1.1	-10	4	-0.69	4
CC(=O)Nc1ccc(C(=O)CSc2nnnn2C(C)C)cc1	-0.12	-4	-4	.	0.7	27	.	0.67	7
CCOc1ccccc1-n1c(SCC(=O)N2CCOCC2)nnc1-c1ccccn1	-0.0021	7	0	-3	0.9	10	6	-0.26	1
CCOc1ccc(C(=O)NCC(C)CN(C)C)cc1OCC (centres undefined)	0.54	-5	1	4	0.9	9	-4	-0.23	0
Nc1nc2ccccc2n1CCN1CCCC1	0.38	3	9	10	1	-1	-9	-0.2	7
C=CCOc1ccc(/C(O)=C2\C(=O)C(=O)N(CCN(C)C)C2c2cccs2)cc1 (centres undefined)	0.0015	0	2	14	1	4	-16	0.52	6
Cc1cc(NC(=O)c2cc(CC(C)C)on2)n(-c2ccccc2)n1	-0.85	2	8	6	.	.	-9	.	-4
O=C(C(NS(=O)(=O)c1cccs1)c1ccccc1)N1CCN(c2ccccc2)CC1 (centres undefined)	2.1	6	6	1	0.7	28	-3	0.08	-16
CC1(C)CC(=O)C=C(NCc2ccccc2)C1	-0.81	-7	-4	-6	1	3	8	0.38	-2
CCOc1ccc(NC(=O)c2ccccc2NS(C)(=O)=O)cc1	0.07	-8	-6	10	0.5	54*	-9	-0.27	-4
CC(C)NC(=O)CN(C(=O)CCC(=O)Nc1ccccn1)c1ccc(F)c(Cl)c1	-0.25	2	3	2	0.7	31	-5	-0.27	1
Cn1c(=O)c2c3c(sc2n2cnnc12)CCC3	1.1	15	7	0	1.1	-8	2	1.3	-6
CCC(Oc1ccccc1)C(=O)Nc1ccc(S(=O)(=O)Nc2cnc3ccccc3n2)cc1 (centres undefined)	1.4	0	12	12	0.7	29	-8	0.61	8
O=C(NCC1(N2CCOCC2)CCCCC1)c1ccc(Cl)c(S(=O)(=O)NCc2ccco2)c1	-0.14	-4	17	-8	0.3	71*	6	-0.39	-7
CC(C)(C)C(=O)[C@@H]1[C@@H]2C(=O)N(Cc3ccccc3)C(=O)[C@@H]2[C@H]2c3ccccc3C=CN12	2	11	13	8	0.2	75*	-7	.	-3
CN(C)c1nc(C#N)nc(N2CCOCC2)n1	0.84	3	-4	6	1.4	-40	-4	0.98	3
CC1N(C)c2cccc3cccc(c23)N1C	-0.045	.	.	-6	.	.	2	-0.7	.
COc1ccccc1NC(=O)C1=C(C)Nc2ncnn2C1c1cccs1 (centres undefined)	1.8	-7	0	-15	1.2	-19	15	0.9	0
CCOc1ccc(N2CC(C(=O)NCCc3ccc(OC)c(OC)c3)CC2=O)cc1 (centres undefined)	0.26	.	.	-13	.	.	5	-0.41	.
COc1ccc(-c2noc(N3CCC(C(=O)N4CCN(c5ccccn5)CC4)CC3)n2)cc1	0.52	-1	17	-13	0.6	38	12	-2.8	2
CC1CCc2nn(CC(=O)NCCCN3CCOCC3)cc2C1 (centres undefined)	0.067	2	11	-4	1	4	3	.	1
COc1ccccc1OCCC(=O)OCCN1C(=O)c2ccccc2C1=O	-1.2	6	12	-6	0.9	13	6	0.6	-3
CC1=CC(=O)C=C(C)C1=NOC(=O)c1cccc([N+](=O)[O-])c1	-0.49	13	1	2	1.3	-30	-4	0.28	-7
Clc1cccc(Cl)c1Cn1nnc(-c2cccs2)n1	-0.16	-2	3	-5	.	.	4	-0.82	-18
COc1ccc(OCCSc2n[nH]c(N)n2)cc1	-0.16	-1	2	0	0.8	25	0	0.29	1
O=C(CSc1oc(-c2ccc(F)cc2)nc1S(=O)(=O)c1ccccc1)NCC1CCCO1 (centres undefined)	0.31	-1	8	-7	.	.	6	-0.46	-5
O=[N+]([O-])c1cc(/C=N/O)ccc1Sc1ccccc1	0.19	9	15	0	0.3	67*	-3	-1.7	2
CCn1ncc(Cl)c1C(=O)NC(C)c1ccccc1 (centres undefined)	-0.8	-3	2	-4	0.8	20	3	-0.28	6
O=C(OCc1ccc(F)cc1)c1ccc2c(c1)-c1ccccc1C2=O	-0.057	2	38*	6	0.9	15	-4	-1.1	-13
CCOc1ccc(-c2nc(CSCC(=O)N3CCN(c4cccc(OC)c4)CC3)c(C)o2)cc1	0.74	8	1	.	0.1	94*	.	.	-23
Cc1c(C(=O)NCc2cccnc2)oc2c1C(=O)CC(C)(C)C2	-0.1	2	7	0	0.4	56*	4	2.1	4
CCOC(=O)Cn1nnnc1C(CC)N(Cc1cc2ccc(C)cc2[nH]c1=O)C1CCCC1 (centres undefined)	1.3	2	2	7	0.6	36	-10	1.8	1
N#Cc1c(-c2ccco2)cc(C2CC2)nc1SCC(=O)c1ccccc1	0.92	-2	7	-5	1	2	1	-0.21	-4
